Bioassay records: PubChem, several laboratories
M17LAP inhibition = P. falciparum M17LAP inhibitors, primary screen, biochemical, fluorogenic H-Leu-NHMec substrate, 1536-well (AID 1619); recombinant M17LAP, H-Leu-NHMec fluorogenic kinetic assay; higher % means a stronger effect; inhibition, % at 30 µM, or IC50 in µM where a hit was titrated; actives 0.38% (n = 220,000);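 active = compound inhibiting the enzyme by more than half at any dose during confirmatory dose-response retesting; inconclusive = strong single-dose inhibitors picked by rank but not retested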;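 note: plate controls were full reaction with DMSO carrier for no effect and no enzyme background for full effect; strong numbers were not always called active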
NOD1 NF-kB reporter = NOD1 signaling inhibitors, primary screen, cell-based, luminescence, uHTS (AID 1578); inhibition, % at 4 µM; hits with a dose series show EC50 in µM; actives 1% (n = 290,000); NOD1-driven NF-kB luciferase reporter cells, luminescence; higher % means a stronger effect; in the data active = inhibition mostly above about 36%, no sharp cut-off; inactive = mostly below about 34%;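 note: HEK-293T reporter cells stimulated with the NOD1 agonist gamma-tri-DAP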
GPR55 activation = selective activators of receptor GPR55 – imaging, U2OS cells, beta-arrestin-GFP redistribution, primary screen (AID 1961) | activation, % at 10 µM; hits with a dose series show EC50 in µM | actives 0.048% (n = 290,000) | U2OS GPR55 beta-arrestin-GFP redistribution imaging; higher % means a stronger effect;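 active = activation above 40% with more than 50 cells counted in the well; inconclusive = wells holding fewer than 50 cells, flagged as toxic or sparse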;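 note: U2OS osteosarcoma cells stably expressing GPR55 and beta-arrestin-GFP; plate controls were DMSO negative control for no effect and LPI positive control for full effect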
M1AAP inhibition = P. falciparum M1AAP inhibitors, biochemical, fluorogenic H-Leu-NHMec substrate, 1536-well (AID 1445); one-dose inhibition, % at 30 µM; IC50 in µM for titrated hits; actives 0.42% (n = 220,000); recombinant M1AAP, H-Leu-NHMec fluorogenic kinetic assay; higher % means a stronger effect;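 active = primary inhibition above the hit cutoff, then over 50% inhibition at one or more dose response concentrations, cut at about 23% in these data, passing the limit was not always enough; inconclusive = conflicting primary data, or primary hits not chosen for dose response; inactive = low primary inhibition, or under 50% at every dose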;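 note: plate controls were DMSO full reaction for no effect and no enzyme background for full effect; strong numbers were not always called active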
Dynein transport = blocks dynein driven cargo transport along microtubules | 3617.4 mouse cells, GR-EGFP nuclear translocation imaging; test concentration mostly 20 µM; stimulated with dexamethasone, 1 µM; hits give low values | z-score, hits read low | actives 0.47% (n = 220,000);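 active = plate z-score of nuclear minus cytoplasmic receptor signal below a set negative limit, without overly bright fluorescence or cell loss, cut at about -3.5 in these data, passing the limit was not always enough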;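 note: z-score of nuclear minus cytoplasmic ring GR-EGFP intensity difference per well; some compounds called inactive have numbers as strong as hits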
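medium = tetracycline-free induction medium containing charcoal-stripped FBS | probe or stimulus = dexamethasone, 1.0 µM final | timing = 48 h induction, then 1 h compound, then 30 min agonist, 37 °C | detection = automated 10x imaging of fixed Hoechst-stained cells | read-out basis = nuclear versus cytoplasmic GR-EGFP signal, averaged per well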
AID2073 = disruptors of CaV2.2 binding to Mint1 – biochemical, HTRF (AID 2073); HTRF protein-protein interaction, Mint1-CaV2.2; higher % means a stronger effect; inhibition, % at 20 µM; hits with a dose series show IC50 in µM; actives 0.19% (n = 290,000); in the data active = inhibition mostly above about 51%, no sharp cut-off; inconclusive = no clear call, values can overlap the other calls; inactive = mostly below about 53%; note: some results filed as inactive read as strong as hits
KOR beta-arrestin-1 = KOR agonists, beta-arrestin recruitment, primary screen, cell-based, luminescence, uHTS (AID 1777); one-dose activation, % at 10 µM; EC50 in µM for titrated hits; KOR beta-arrestin recruitment, luminescence; higher % means a stronger effect; actives 0.02% (n = 280,000); in the data active = activation above about 50%, passing the limit was not always enough; note: a part of the inactive calls stands beside numbers as strong as those of hits
NOD2 inhibition = inhibition of NOD2-driven NF-kB reporter – cell-based, luminescence, uHTS, HEK293 (AID 1566); one-dose inhibition, % at 4 µM; EC50 in µM for titrated hits; actives 0.63% (n = 290,000); HEK293 NOD2/NF-kB luciferase reporter, luminescence; higher % means a stronger effect; note: many of its hits are not listed in these tables
KOR beta-arrestin-2 = kappa opioid receptor blockers – cell-based, luminescence, uHTS (AID 1778). one-dose inhibition, % at 10 µM; IC50 in µM for titrated hits. actives 0.091% (n = 290,000). KOR beta-arrestin recruitment, luminescence, antagonist mode; higher % means a stronger effect; note: strong numbers were not always called active
Dynein transport cytoplasmic EGFP = also measured in Dynein transport; calls as there; z-score; measured here: cytoplasmic GR-EGFP intensity; hits give high values
Dynein transport nuclear GR-EGFP = also measured in Dynein transport; calls as there; z-score; measured here: nuclear GR-EGFP intensity;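 lower value marks the stronger effect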
Dynein transport cell count = recorded beside Dynein transport, whose call it bears; z-score; measured here: cell count per field
* marks the source's active call; other numbers are inactive results; ? = inconclusive; nt = not tested or not shown; [ ] = another dose, or the depositor's remark. Cut-off read from the data, not from the text of the source, unless noted: active = inhibition above about 50%; inactive = the rest. Only part of the results is shown; rates above refer to the full screens.

SMILES	M17LAP inhibition	NOD1 NF-kB reporter	GPR55 activation	M1AAP inhibition	Dynein transport	Dynein transport cytoplasmic EGFP	Dynein transport nuclear GR-EGFP	Dynein transport cell count	AID2073	KOR beta-arrestin-1	NOD2 inhibition	KOR beta-arrestin-2
CC(C(=O)Nc1cccnc1)N1C(=O)C2C3C=CC(C3)C2C1=O (stereo not drawn)	-4%	5%	0.0%	10%	-0.73	-0.3	-0.041	0.61	3%	12%	5%	-33%
CCN(C(=O)COC(=O)/C=C/c1ccc(S(=O)(=O)N2CCc3ccccc32)cc1)C1CCS(=O)(=O)C1 (stereo not drawn)	-4%	-3%	-0.1%	6%	-0.85	-0.23	-0.44	0.59	7%	-5.5%	16%	-17%
C(=C\c1ccccc1)/CSc1nnc(-c2cnccn2)n1Cc1ccco1	6%	-7%	-0.1%	1%	-0.067	0.15	0.48	-1.2	9%	16%	-19%	-25%
Cc1nc(C)c(-c2ccc(SCc3ccc(Cl)cc3)nn2)s1	nt	-8%	-0.1%	nt	nt	nt	nt	nt	3%	-3.7%	-1%	-8%
COc1ccc(C(=O)Nc2ccc(N3CCN(C)CC3)cc2)cc1	nt	-36%	-0.1%	nt	nt	nt	nt	nt	2%	-4.8%	-9%	8%[20 µM]
CC(Nc1c[nH]c(=O)[nH]c1=O)c1ccccc1 (stereo not drawn)	nt	-18%	-0.1%	nt	nt	nt	nt	nt	7%	1.4%	20%	-68%[20 µM]
COc1cccc(NC(=O)c2nn(C)c3c2CS(=O)(=O)c2ccccc2-3)c1	nt	-24%	-0.1%	nt	nt	nt	nt	nt	10%	0.5%	26%	-17%
Cc1c(NS(=O)(=O)c2ccc(NC3CCCC3)c([N+](=O)[O-])c2)c(=O)n(-c2ccccc2)n1C	-4%	-14%	0.5%	4%	0.15	-0.16	-0.047	0.17	-13%	-3.7%	12%	26%
Cc1ccc(C)c2c1N(Cc1ccccc1)C(=O)C21OCCO1	nt	-21%	0.5%	nt	nt	nt	nt	nt	5%	1.8%	4%	-8%
CCC(c1nnnn1C(C)(C)C)N(CCOC)Cc1cc2cccc(C)c2n2nnnc12 (stereo not drawn)	-4%	-18%	-0.1%	7%	0.86	-0.23	0.77	-0.22	0%	1.4%	16%	-5%
c1ccc(CN2CCN(c3nc(-c4ccccc4)nc(-n4ccnc4)n3)CC2)cc1	-4%	-14%	-0.1%	1%	1.3	-0.16	0.8	-1.2	9%	-3.2%	4%	27%
NC(=O)COc1ccc(/C=N/NS(=O)(=O)c2ccccc2)cc1	11%	-21%	0.2%	4%	-0.52	0.078	-0.36	0.45	-8%	-2.2%	5%	-34%[20 µM]
Cc1ccc(C(=O)OCC(=O)NCCC2=CCCCC2)s1	13%	-24%	-0.1%	9%	-0.62	0.1	-0.27	0.42	0%	-1.9%	17%	10%
Cn1c2ccccc2c(=O)c2c(=O)n(-c3ccccc3)c(C3CCCCC3)nc21	-3%	56%	0.1%	5%	-0.51	-0.32	-0.51	0.69	-2%	5.9%	13%	-34%
O=C(CNCc1ccccc1Cl)Nc1ccccc1N1CCCCC1	29%	9%	-0.1%	3%	-0.91	-0.31	-0.38	0.66	-4%	-5.8%	-34%	-4%[20 µM]
CC1=CC(C)(C)N(S(=O)(=O)c2ccc(F)cc2)c2ccc(C)cc21	-5%	7%	0.2%	6%	-0.32	-0.26	-0.071	0.59	-4%	3.7%	-6%	-43%
O=C(CCl)NC1CCCc2ccccc21 (stereo not drawn)	10%	59%*	0.3%	-1%	-0.18	-0.16	0.21	0.038	31%	0.1%	-24%	-6%
O=C(Oc1coc(CSc2ncccn2)cc1=O)c1cccc([N+](=O)[O-])c1	20%	-15%	-0.6%	4%	-0.65	-0.14	-0.32	0.33	-7%	-3.2%	10%	10%
Cn1nc(CC(=O)NCc2cccc3ccccc23)c2ccccc2c1=O	-1%	10%	0.3%	-8%	0.27	-0.15	-0.04	0.48	4%	4.7%	32%	-16%
C1CCc2nnc(-c3nnc4n3CCCCC4)n2CC1	0%	-21%	-0.5%	-3%	-0.51	-0.19	-0.23	0.95	2%	1.2%	0%	-3%
COCCn1c(SCc2cccnc2)nnc1-c1ccco1	-6%	-13%	-0.1%	8%	-0.34	-0.22	-0.098	0.46	13%	0.9%	5%	-24%
O=S(=O)(c1cccs1)N1CCCc2cccc(O)c21	4%	11%	-0.1%	0%	-0.016	0.74	0.46	0.32	-10%	-0.5%	-32%	-78%
Cc1nnc(SCc2ccccc2)[nH]c1=O	nt	-5%	-0.1%	nt	-0.52	-0.32	0.022	0.86	-1%	1.8%	12%	23%[20 µM]
Cc1c(O)nc2sc3ccccc3n2c1=O	5%	-3%	-0.1%	6%	0.88	-0.22	1.1	-0.79	-2%	3.2%	-3%	-14%
O=C(O)C1CCCN1S(=O)(=O)c1ccc(F)cc1 (stereo not drawn)	nt	-10%	0.0%	nt	nt	nt	nt	nt	3%	0.0%	-18%	17%

Three entries already listed, arranged by heavy-atom count, largest number first.
SMILES	M17LAP inhibition	NOD1 NF-kB reporter	GPR55 activation	M1AAP inhibition	Dynein transport	Dynein transport cytoplasmic EGFP	Dynein transport nuclear GR-EGFP	Dynein transport cell count	AID2073	KOR beta-arrestin-1	NOD2 inhibition	KOR beta-arrestin-2
CCN(C(=O)COC(=O)/C=C/c1ccc(S(=O)(=O)N2CCc3ccccc32)cc1)C1CCS(=O)(=O)C1 (stereo not drawn)	-4%	-3%	-0.1%	6%	-0.85	-0.23	-0.44	0.59	7%	-5.5%	16%	-17%
C(=C\c1ccccc1)/CSc1nnc(-c2cnccn2)n1Cc1ccco1	6%	-7%	-0.1%	1%	-0.067	0.15	0.48	-1.2	9%	16%	-19%	-25%
CC(C(=O)Nc1cccnc1)N1C(=O)C2C3C=CC(C3)C2C1=O (stereo not drawn)	-4%	5%	0.0%	10%	-0.73	-0.3	-0.041	0.61	3%	12%	5%	-33%

The listing picks up with the 2 entries that preceded the break.
SMILES	M17LAP inhibition	NOD1 NF-kB reporter	GPR55 activation	M1AAP inhibition	Dynein transport	Dynein transport cytoplasmic EGFP	Dynein transport nuclear GR-EGFP	Dynein transport cell count	AID2073	KOR beta-arrestin-1	NOD2 inhibition	KOR beta-arrestin-2
Cc1c(O)nc2sc3ccccc3n2c1=O	5%	-3%	-0.1%	6%	0.88	-0.22	1.1	-0.79	-2%	3.2%	-3%	-14%
O=C(O)C1CCCN1S(=O)(=O)c1ccc(F)cc1 (stereo not drawn)	nt	-10%	0.0%	nt	nt	nt	nt	nt	3%	0.0%	-18%	17%
CCOC(=O)C1CCN(C(=O)CCCn2nc(CC)n3c(cc4occc43)c2=O)CC1	nt	-28%	-0.1%	nt	nt	nt	nt	nt	4%	-0.3%	19%	8%
Cc1ccc(-c2cc(-c3ccccc3)nc(N(C)N)n2)cc1	nt	-14%	-0.3%	nt	nt	nt	nt	nt	-3%	-4.3%	1%	0%[20 µM]
Cc1cc(C)cc(NC(=O)Cn2cnc3c(nnn3Cc3ccc(F)cc3)c2=O)c1	1%	-49%	-0.1%	1%	0.23	-0.24	0.58	-0.095	20%	-2.0%	7%	10%
Cc1nc2ccccc2n1/C(=N\S(=O)(=O)c1ccccc1)c1ccccc1	-3%	-7%	-0.2%	2%	-0.57	-0.28	-0.48	0.76	-4%	-3.7%	9%	8%
COc1ccc(NC(=O)CN2CCc3ccccc3C2)c([N+](=O)[O-])c1	nt	nt	-0.2%	nt	nt	nt	nt	nt	-3%	9.5%	nt	4%
O=S1(=O)N=C(Nc2nncs2)c2ccccc21	43%	7%	0.0%	6%	-0.54	-0.23	0.31	0.22	15%	0.3%	15%	-12%
CCC(CO)NCc1ccc(-c2ccccc2)cc1 (stereo not drawn)	22%	-27%	0.3%	5%	1	-0.25	0.24	-0.29	0%	0.0%	12%	2%
CCOC(=O)NC(c1ccc(C(C)C)cc1)C(Cl)(Cl)Cl (stereo not drawn)	-16%	20%	0.0%	3%	2.4	-0.16	1.3	-2.1	23%	3.4%	21%	19%
COc1ccc(/C(O)=C2\C(=O)C(=O)N(CCN3CCOCC3)C2c2ccccc2OC)cc1 (stereo not drawn)	17%	-20%	?	12%	0.25	-0.056	0.037	-1.2	?	0.3%	1%	16%
Cc1cc(C)cc(OCC(=O)NCCN2CCOCC2)c1	-6%	11%	-0.2%	4%	2.3	-0.15	1.3	-1.6	-4%	-0.9%	20%	-12%
CC(C)C(NC(=O)C12CC3CC(CC(C3)C1)C2)C(=O)O (stereo not drawn)	14%	2%	0.6%	6%	0.76	-0.16	0.36	-0.74	-3%	nt	5%	5%
COc1ccc(-c2noc(COc3ccccc3OC)n2)cc1OC	8%	-23%	0.3%	12%	-0.015	-0.22	0.32	0.45	0%	-3.8%	-14%	-1%
c1ccc(-c2ccc(CNC3CC3)cc2)cc1	nt	-18%	-0.1%	nt	nt	nt	nt	nt	16%	-1.6%	-1%	14%
Cc1cccc(-c2ncc(CN3CCC(CO)(CCCc4ccccc4)CC3)cn2)c1	-2%	-6%	-0.1%	12%	-0.64	-0.26	-0.26	0.5	1%	-2.7%	0%	-3%
CCOC(=O)C1(CCSC)NC(c2ccco2)C2C(=O)N(CC)C(=O)C21 (stereo not drawn)	6%	14%	0.2%	7%	-0.24	-0.16	0.12	0.95	3%	-6.2%	8%	-24%
CCOc1ccc(N(CC(=O)NCc2ccc(Cl)cc2)S(=O)(=O)c2c(C)noc2C)cc1	nt	-9%	-0.2%	nt	nt	nt	nt	nt	2%	-0.2%	3%	-4%
Cc1cc(C)c(NC(=O)OCCN2CCOCC2)c(C)c1	-2%	-11%	0.3%	-2%	-1.2	-0.14	-0.23	0.45	1%	1.6%	10%	-21%
CCCCNC(=O)CSc1nnc(Cc2ccccc2)n1CC1CCCO1 (stereo not drawn)	-14%	-18%	-0.1%	5%	0.57	-0.092	0.68	-1.2	-9%	-7.7%	11%	-16%[20 µM]
Cc1c(C(=O)Nc2ccc(S(=O)(=O)NCC3CCCO3)cc2)cccc1[N+](=O)[O-] (stereo not drawn)	-4%	-12%	-0.2%	-2%	0.21	-0.24	0.048	-0.49	-1%	nt	6%	29%
COc1cc2cc(C(=O)N3CCN(c4ccccc4OC)CC3)[nH]c2cc1OC	nt	1%	0.0%	nt	nt	nt	nt	nt	17%	-3.5%	22%	20%
